# Source: PubChem BioAssay
# esBAF inh – Bmi1 luciferase reporter increase in mESCs, primary screen, esBAF inhibitor project, mouse ES cells, Bmi1 luciferase knock-in, single point; 24 h; 100% = twice the neutral-well signal; reporter increase, % at 12.5 µM; 350,000 compounds, 2% hits; AID 602393, 2012; in the data active means activation above about 40%;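 further: 0% = median of the plate's neutral control wells and 100% = double that signal; a rise in the Bmi1 reporter signal indicates esBAF inhibition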
# S100A4 inh HTS – inhibitors of S100A4-myosin IIA peptide binding, primary screen, biochemical, fluorescence polarization, TAMRA-MyoIIA peptide. inhibition, % at 10.7 µM. 360,000 compounds, 0.14% hits. AID 652163, 2013;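 active means mean inhibition of at least 70% across replicates, with every replicate also reaching that level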
# Target sequence (P26447 whole entry, looked up): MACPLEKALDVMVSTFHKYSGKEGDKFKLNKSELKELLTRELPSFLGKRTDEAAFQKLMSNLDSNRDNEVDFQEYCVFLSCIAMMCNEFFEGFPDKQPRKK
#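 Material: human S100A4 monomer with TAMRA-labelled myosin IIA peptide; buffer or medium: HEPES pH 7.2 with CaCl2, KCl, NaCl, DTT, Triton; compound dosing: one concentration per compound; schedule: 5 min incubation before reading; benchmarks: neutral control DMSO, positive control TFP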
# FN deposit inh – inhibitors of fibronectin matrix deposition, primary screen, AH1F cells, Alexa488-fibronectin fluorescence, plate reader; AH1F fibroblasts, overnight; inhibition, % at 12.6 µM; 350,000 compounds, 0.086% hits;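 active means mean inhibition across replicates of 30% or more, regardless of how many single replicates reach that level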;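 further: positive control wells lacked labelled fibronectin entirely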
#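 Test system: AH1F fibroblast monolayer depositing Alexa488-labelled fibronectin into matrix. Input: 10000 cells per well. Technique: fluorescence, ex 485 nm, em 525 nm. Buffer or medium: DMEM plus 2% serum, read in PBS. Timing: 1 h cell adhesion before compound, then overnight fibronectin incubation. Compound: single dose, pinned. Read-out basis: inhibition from reduced deposited-fibronectin fluorescence.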
# EWS-Fli inh – EWS/Fli-driven NR0B1 reporter inhibitors, primary screen, A673 cells, NR0B1 luciferase, luminescence, MLPCN library | inhibition, % at 12.6 µM | 350,000 compounds, 0.67% hits | viability-normalised;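 active means mean inhibition of at least 50% after viability correction, with every replicate also passing that limit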;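 further: firefly luciferase signal divided by Alamar Blue viability fluorescence both relative to DMSO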
# XiGFP reactiv – activators of inactive X chromosome reactivation, primary screen, imaging, XiGFP fibroblasts, GFP high-content imaging, set 2; AID 743238, 2013; activation, % at 7.58 µM; 360,000 compounds, 0.055% hits; XiGFP mouse fibroblasts, % GFP-positive cells imaging, 3 d; cells co-treated with 5-aza-dC sensitizer; scaled so ellipticine positive control = 100%;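 active means mean normalized replicate activation at least 10% and every replicate at or above 10%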;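 further: 0% = median of on-plate neutral control wells and 100% = ellipticine 6 µM median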
#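 Schedule: 3 d treatment, 15 min room-temperature fixation; system: 68-5-11 XiGFP fibroblast line; buffer or medium: DMEM plus 5-aza-dC sensitizer; control set: ellipticine 6 µM positive control; compound: one concentration, pinned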
# E-selectin induc – E-selectin induction in HUVECs, primary screen, imaging, HUVEC, immunofluorescence imaging, single point; AID 686992, 2013; P16581; normalized: neutral wells 0, TNF-alpha wells 100; activation, % at 7.58 µM; 260,000 compounds, 0.37% hits;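 active means mean E-selectin-positive cell signal at least 10% of the positive control, reached in at least 60% of replicates, without over 20% cell loss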;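 further: in these data hits start at about 27%; measured in HUVEC primary endothelial cells; signal is the percent of cells scored E-selectin positive by PE staining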
# Target sequence (P16581 whole entry, looked up): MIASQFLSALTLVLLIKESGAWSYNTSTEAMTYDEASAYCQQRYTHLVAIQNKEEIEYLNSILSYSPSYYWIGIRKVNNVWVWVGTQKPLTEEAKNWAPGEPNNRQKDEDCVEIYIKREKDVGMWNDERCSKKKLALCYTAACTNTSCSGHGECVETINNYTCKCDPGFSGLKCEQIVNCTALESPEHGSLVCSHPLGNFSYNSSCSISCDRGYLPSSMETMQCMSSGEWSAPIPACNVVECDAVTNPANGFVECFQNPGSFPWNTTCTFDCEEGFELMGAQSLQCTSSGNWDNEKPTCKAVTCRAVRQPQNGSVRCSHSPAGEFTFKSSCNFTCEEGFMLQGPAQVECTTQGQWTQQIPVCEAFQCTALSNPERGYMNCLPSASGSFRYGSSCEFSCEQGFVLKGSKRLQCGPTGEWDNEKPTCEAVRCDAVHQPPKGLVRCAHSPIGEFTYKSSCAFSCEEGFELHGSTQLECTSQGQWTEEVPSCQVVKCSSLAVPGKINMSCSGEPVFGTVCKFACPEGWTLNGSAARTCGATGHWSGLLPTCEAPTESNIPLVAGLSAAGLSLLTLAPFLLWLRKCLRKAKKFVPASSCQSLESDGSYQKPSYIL
#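 Read-out basis: % PE-positive cells; Test system: HUVEC primary endothelial cells; Technique: immunofluorescence imaging; Dosing: single-point compound dose.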
# RAD54 branch – inhibitors of human RAD54 branch migration, primary screen, biochemical, fluorescence, single point; DNA repair and recombination protein RAD54-like (Homo sapiens), Q92698; RAD54 Holliday junction branch migration, FAM/BHQ fluorescence; inhibition, % at 10.4 µM; 360,000 compounds, 0.14% hits;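 active means mean normalized replicate activity at least 40 and at least half of replicates scoring 40 or more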;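 further: 0% = median of neutral control wells and 100% = median of positive control wells; inhibitors cause a drop in the FAM fluorescence signal; in these data hits start at about 50%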
# RAD52 inh – RAD52 DNA annealing inhibitors, primary screen, biochemical, FRET, single point, set 2 | 360,000 compounds, 0.46% hits | inhibition, % at 18.7 µM | recombinant RAD52 DNA annealing, FRET fluorescence;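 active means every replicate showing at least 50% inhibition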
# Active calls of the source: *; / = no result given; & = joins results of further samples.
SMILES,esBAF inh,S100A4 inh HTS,FN deposit inh,EWS-Fli inh,XiGFP reactiv,E-selectin induc,RAD54 branch,RAD52 inh
COc1cccc(NC(=O)C[C@H]2CC[C@H]3[C@H](COc4ccc(NC(=O)c5ccccc5F)cc4C(=O)N3C)O2)c1,-11.5,7.3,6.6,7.6,0.2,-0.1,4.5,-1.2
C[C@H]1CN([C@@H](C)CO)C(=O)c2cc(NS(=O)(=O)c3cccs3)ccc2O[C@@H]1CN(C)C,4.0,-53.8,/,-7.6,0.3,-0.3,-1.5,-14.9
O=C(/C=C/c1ccccc1)Nn1c(-c2cccs2)nc2ccccc2c1=O,-6.8,-10.1,-5.3,-3.9,0.0,0.0,/,-4.7
CCOC(=O)C1(CCCc2ccccc2)CCN(Cc2cn(CC)nc2C)CC1,/,-0.5,12.8,32.5,0.0,/,/,-2.2
COC(=O)c1cc(NC(=O)c2c(C)noc2C)ccc1N1CCOCC1,-8.0,1.7,/,0.5,0.0,0.7,4.2,-4.6
COc1cc(OC)c(OC)cc1CNCc1ccc2c(c1)OCO2,-1.5,3.3,6.9,8.7,0.1,0.0,1.3,-6.7
CO[C@H]1CN(C)C(=O)c2ccc(NC(=O)C3CC3)cc2OC[C@@H](C)N(C(C)=O)C[C@@H]1C,-3.4,16.0,-6.0,0.6,0.2,0.0,4.5,16.3
CCCCNC(=O)Oc1ccc(C(=O)N2c3ccccc3NC(=O)C2C)cc1 (stereo not given),0.6,-4.2,18.4,7.2,0.0,0.0,2.2,2.6
O=C1N/C(=N/N=C/c2ccco2)SC1Cc1ccccc1 (stereo not given),/,9.8,-4.3,8.5,0.7,-0.3,-10.0,-7.4
Cc1cc(NC(=O)CSc2nnc(Cc3cccn3C)n2CCc2ccccc2)no1,6.4,-2.6,1.2,-9.6,0.4,0.3,-7.9,-28.2
O=S(=O)(Cc1ccccc1)N1CCCCN2[C@H](CO)[C@@H](c3ccc(-c4ccccc4)cc3)[C@@H]2C1,/,11.6,/,-2.8,0.1,-0.9,4.0,-64.3
O=C(C1CCCC1)N1CC(=O)N2[C@H](C1)[C@H](c1ccc(-c3ccccc3F)cc1)[C@@H]2CO,/,/,1.9,6.9,0.2,0.1,/,5.7
C[C@H](CO)N1C[C@H](C)[C@@H](CN(C)C(=O)Nc2ccc(F)cc2)Oc2cc(Br)ccc2S1(=O)=O,-5.7&0.2,-0.6&-5.3,-6.7&-1.3,-4.7&4.5,0.0&-0.8,-5.6&-0.2,6.6&8.0,0.5&4.7
C[C@H](CO)N1C[C@H](C)[C@@H](CN(C)C(=O)CN(C)C)Oc2cc(C#CCN(C)C)ccc2S1(=O)=O,4.1,36.2,/,-1.5,0.3,0.7,-0.6,-7.4
Cc1ccc(CNC(=O)CCS(=O)(=O)c2ccc3nc(C)sc3c2)cc1,-0.6,1.5,-5.0,-2.0,0.0,-0.6,3.0,-5.0
CCCC#Cc1cnc2c(c1)C(=O)N([C@H](C)CO)C[C@H](C)[C@@H](CN(C)C(=O)c1cccc(F)c1)O2,4.6,10.9,/,-0.6,0.1,0.3,5.5,5.3
CC(C)(C)N1CC(C(=O)Nc2cccc(Cl)c2Cl)CC1=O (stereo not given),-6.4,-0.9,1.5,-29.8,0.0,0.1,-4.4,5.2
COC(=O)Nc1nc2ccc(Sc3ccccc3)cc2[nH]1,15.7,14.5,0.9,46.5,0.2,1.8,-6.4,-26.9
Cc1noc(C)c1S(=O)(=O)Nc1ccc2c(c1)C(=O)N([C@@H](C)CO)C[C@H](C)[C@@H](CN(C)Cc1ccc(-c3ccccc3)cc1)O2,2.2,-0.8,/,-1.2,0.0,0.3,-0.5,-23.2
CCc1ccc(S(=O)(=O)NC(=S)Nc2ccccc2)cc1,-8.0,-13.9,-11.5,2.9,-0.1,-0.8,1.8,-6.5
Cc1[nH]c(=O)[nH]c(=O)c1S(=O)(=O)Nc1ccc(S(N)(=O)=O)cc1,-6.7,-7.3,1.0,6.1,0.1,/,0.2,-9.9
Cc1ccc(-c2nc3cnccn3c2Nc2ccc3c(c2)OCO3)cc1,-0.7,-34.4,9.7,1.4,-0.1,0.0,2.6,-15.8
COc1ccc(/C=C/C(=O)Nc2cc(=O)n(C)c(=O)n2C)cc1,/,/,2.9,/,0.2,0.0,8.3,/
Cc1ccc(S(=O)(=O)N(C)C)cc1NC(=O)COC(=O)C1COc2ccccc2O1 (stereo not given),/,-9.6,6.1,9.4,0.4,4.8,-3.5,-12.0
CN1C(=O)c2cc(NC(=O)c3ccc(F)cc3)ccc2OC[C@@H]2O[C@@H](CC(=O)N3CCOCC3)CC[C@@H]21,-1.8,3.2,0.0,2.7,0.1,0.4,-0.3,-7.9

# Complete entries from above:
# COc1ccc(/C=C/C(=O)Nc2cc(=O)n(C)c(=O)n2C)cc1 is listed with esBAF inh = /; S100A4 inh HTS = /; FN deposit inh = 2.9; EWS-Fli inh = /; XiGFP reactiv = 0.2; E-selectin induc = 0.0; RAD54 branch = 8.3; RAD52 inh = /
# O=C1N/C(=N/N=C/c2ccco2)SC1Cc1ccccc1 (stereo not given) is listed with esBAF inh = /; S100A4 inh HTS = 9.8; FN deposit inh = -4.3; EWS-Fli inh = 8.5; XiGFP reactiv = 0.7; E-selectin induc = -0.3; RAD54 branch = -10.0; RAD52 inh = -7.4

# (further entries)
SMILES,esBAF inh,S100A4 inh HTS,FN deposit inh,EWS-Fli inh,XiGFP reactiv,E-selectin induc,RAD54 branch,RAD52 inh
CCN1C(=O)[C@H]2[C@@H](c3ccc(C)cc3)N3C(=O)N(c4cccc(Cl)c4)C(=O)[C@@]3(CC)[C@H]2C1=O,-4.3,0.0,1.5,-4.0,-0.2,-0.2,0.9,-2.2
CCCC[C@@H]1CC2=C(C(=O)OC(C)(C)O2)[C@H](c2ccc(C(C)C)cc2)O1,/,-4.3,-5.9,4.1,0.1,0.0,/,-2.7
CCCNC(=O)C1CCN(S(=O)(=O)c2cccs2)CC1,/,1.8,-1.9,-0.7,0.2,-1.2,/,-10.2
Cc1c(OCC(=O)NCC2CCC(C(=O)O)CC2)ccc2c(-c3ccccc3)cc(=O)oc12 (stereo not given),7.6,-2.2,/,10.2,/,/,5.5,-0.3
CCCNC(=O)[C@H]1[C@H](CO)[C@H]2Cn3c(ccc(/C=C/c4ccccc4)c3=O)[C@@H]1N2CCC,1.5,7.1,/,-3.2,0.4,0.6,-2.5,-4.5
Fc1ccc(F)c(C2=NNC(=Nc3ccccc3F)SC2)c1,/,-5.6,1.2,27.6,0.0,/,10.2,-26.6
O=C(Cc1ccccc1)Nc1ccccc1C(=O)N1CCN(c2ccccc2)CC1,-5.0,-15.0,/,/,0.2,0.5,-7.2,-19.5
COc1ccc(-c2ccc([C@@H]3[C@@H](CO)N4C(=O)CN(C(=O)c5cccnc5)C[C@H]34)cc2)cc1,/,-0.7,/,-0.4,0.1,0.7,/,-12.1
C[C@@H]1CCCCO[C@@H](CN(C)S(=O)(=O)c2ccc(F)cc2)[C@@H](C)CN([C@@H](C)CO)C(=O)c2cc(NC(=O)Nc3cccc4ccccc34)ccc2O1,-1.2,-20.9,-10.3,-1.2,0.6,-0.1,-0.6,-11.7
CCNC(=O)C1(C)CCCN(C(=O)c2cc(C)nn2C(C)(C)C)C1 (stereo not given),-3.0,-4.1,-2.8,-3.5,0.5,0.1,-11.4,-3.2
Cc1cc(C)n(Cc2ccc(F)cc2)c(=O)c1C#N,1.3,3.5,/,-0.8,/,/,0.3,-10.7
O=C(c1ccco1)N1CCN(c2ccnc3cc(Cl)ccc23)CC1,/,5.6,7.2,-5.7,0.0,/,/,-6.5
COc1ccccc1CN1CCC(n2nccc2NC(=O)CCc2ccccc2)CC1,-3.5,-4.0,5.3,7.0,0.2,-1.0,2.7,-2.9
CNC[C@H]1OCCCC[C@@H](C)Oc2ccc(NC(=O)Nc3ccccc3)cc2C(=O)N([C@H](C)CO)C[C@@H]1C,2.5,-12.2,/,-13.7,0.3,-0.2,-2.0,6.6
CCN(CC(=O)Nc1ccccc1OC)C(=O)CN1C(=O)NC(C)(c2ccc(C)cc2)C1=O (stereo not given),-5.8,-14.8,2.7,-1.9,0.1,-0.2,-1.6,-7.7
Cn1c(=O)c2ccccc2n(CC(=O)NCCC2=CCCCC2)c1=O,-0.4,5.5,5.2,-1.0,0.4,0.0,3.6,-9.0
COc1cccc(-c2cccc(-c3nc(C(=O)Nc4ccc(-c5ccccc5)cc4)cc4c3[C@@H](CCO)N(S(=O)C(C)(C)C)C4)c2)c1 (stereo not given in full),/,-14.8,-2.8,10.3,0.2,35.7*,/,-59.4
CCCN(Cc1cc2cc(OC)ccc2[nH]c1=O)C(=O)c1ccco1,-2.8,-3.4,-6.7,10.2,0.1,2.1,-10.4,-17.5
Cc1cc(N2C(=O)C(O)=C(C(=O)c3cc4ccccc4o3)C2c2ccc([N+](=O)[O-])cc2)no1 (stereo not given),-1.6,-0.4,-2.8,/,0.1,/,2.4,-31.6
COc1ccc(CNC(=O)Cn2nc([N+](=O)[O-])cc2C)cc1,-6.2,-13.7,-0.3,-2.1,0.1,3.0,3.6,-5.2
CN(C)c1ccc(C(=O)Nc2ccc(S(=O)(=O)Nc3nccs3)cc2)cc1,/,-2.7,-4.7,2.8,0.1,-4.7,4.1,-35.2
C[C@H]1CN([C@@H](C)CO)C(=O)Cc2cc(NS(=O)(=O)c3cn(C)cn3)ccc2O[C@H]1CN(C)S(=O)(=O)c1ccc(Cl)cc1,1.0,14.1,-4.7,1.3,-1.4,0.0,0.8,0.6
CC(C)NC(=O)Nc1cccc2c1O[C@@H](CN(C)Cc1ccccc1)[C@@H](C)CN([C@H](C)CO)C2=O,-4.7,-5.7,1.6,-3.1,-0.9,-0.1,9.6,-11.0
CN(C)CCCNC(=O)C[C@@H]1CC[C@H]2[C@@H](COC[C@@H](O)CN2Cc2ccc(Cl)c(Cl)c2)O1,-6.1,137.5*,10.0,2.7,0.2,0.1,5.5,28.0
CCOc1ccc(Oc2ccccc2NC(=O)CSCC(=O)Nc2cc(C)on2)cc1,-2.9,3.8,1.9,1.4,-0.1,/,4.0,-20.5
COc1ccc(CCNC(=O)c2cccc(NC3=NC4CS(=O)(=O)CC4S3)c2)c(OC)c1 (stereo not given),4.4,-1.0,-1.8,6.1,0.1,-0.1,3.0,-2.5

# As entered above:
# RAD54 branch with C[C@H]1CN([C@@H](C)CO)C(=O)Cc2cc(NS(=O)(=O)c3cn(C)cn3)ccc2O[C@H]1CN(C)S(=O)(=O)c1ccc(Cl)cc1 = 0.8
# E-selectin induc with Cc1noc(C)c1S(=O)(=O)Nc1ccc2c(c1)C(=O)N([C@@H](C)CO)C[C@H](C)[C@@H](CN(C)Cc1ccc(-c3ccccc3)cc1)O2 = 0.3
# FN deposit inh with O=C(c1ccco1)N1CCN(c2ccnc3cc(Cl)ccc23)CC1 = 7.2
# esBAF inh with COc1ccccc1CN1CCC(n2nccc2NC(=O)CCc2ccccc2)CC1 = -3.5
